Bioassay records from PubChem BioAssay.
mHTT CaM bind: mHTT-calmodulin interaction abrogation; P42858; AlphaScreen His-mHTT/GST-CaM binding, luminescence; inhibition, % at 15 µM; 3.6% of 190,000 active; AID 1671202;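 note: 0% = both proteins with DMSO and 100% = one protein alone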
Pf apPOL block: Pf-apPOL DNA polymerase inhibition; Recombinant Pf-apPOL, molecular beacon fluorescence, 1.5 h; 0.25% of 210,000 active; inhibition, % at 10 µM
* marks the source's active call; other numbers are inactive results; & = joins results of further samples. Cut-off read from the data, not from the text of the source: active = inhibition above about 50%; inactive = the rest.

Screening O=C(COc1cc(Cl)c(Cl)cc1Cl)NC1=NCCS1 returned mHTT CaM bind 3 and Pf apPOL block 2.
For CCCc1noc(-c2cccnc2N2CCCN(C(=O)Nc3cc(C)ccc3C)CC2)n1 the results were mHTT CaM bind -1 and Pf apPOL block -4.
For COC(=O)c1ccc(NC(=O)N2CCCC2c2ccccc2C)cc1 (stereo not given) the results were mHTT CaM bind -5 and Pf apPOL block -7.
Screening CCOc1ccccc1/C=C1\C(=O)Nc2ccc(F)cc21 returned mHTT CaM bind 96* and Pf apPOL block -7.
`CCCCNC(=O)CSC1=Nc2ccccc2C2=NC(Cc3ccccc3)C(=O)N12` (stereo not given) gave mHTT CaM bind 10 and Pf apPOL block -4.
For Cc1noc(C2(NC(=O)Cc3ccsc3)CCCCC2)n1 the results were mHTT CaM bind -6 and Pf apPOL block -1.
`COc1ccc(S(=O)(=O)N2CCc3nc(NC(=O)c4ccncc4)sc3C2)cc1` gave mHTT CaM bind 16 and Pf apPOL block 0.
Cc1ccc(C)c(N2CCN(C(=O)c3ccc(-c4nccnc4N(C)C)cc3)CC2)c1 was read as mHTT CaM bind 94* and Pf apPOL block -4.
Screening C=CCn1c(SCC(=O)Nc2ccc(C)c(F)c2)nnc1-c1ccco1 returned mHTT CaM bind 11 and Pf apPOL block -9.
`Cc1nn(-c2ccccc2)c(C)c1C(=O)Nc1ccc2c(c1)OCO2` gave Pf apPOL block 3.
For COc1cccc(NC(=O)N2CCc3c(nc4cc(-c5ccccc5Cl)[nH]n4c3=O)C2)c1 the results were mHTT CaM bind 51* and Pf apPOL block 0.
`COc1ccc(Oc2nc3c(c(=O)n(C)c(=O)n3C)n2Cc2ccc(Br)cc2)cc1` gave mHTT CaM bind -6 and Pf apPOL block 2.
COc1ccccc1C1CC(c2cccnc2)Nc2nnnn21 (stereo not given) was read as mHTT CaM bind -3 and Pf apPOL block -2.
`CN(C)C(=O)c1ccc(I)cc1` gave mHTT CaM bind 1 and Pf apPOL block -6.
`COc1ccc(C2CC(C(F)(F)F)n3nc(C(=O)Nc4cccc(O)c4)cc3N2)cc1` (stereo not given) gave mHTT CaM bind 19 and Pf apPOL block 2.
For Cc1ccc(CC(=O)N2CCC(c3ccn4ncc(C(=O)N5CCCC5)c4c3)CC2)cc1 the results were mHTT CaM bind 18 and Pf apPOL block -15.
O=C(C=Cc1ccccc1)Nc1cccnc1Oc1ccc(F)cc1F was read as Pf apPOL block 5&1.
CCOc1ccc(S(=O)(=O)Nc2ccc(OC)cc2)c2cccnc12 was read as mHTT CaM bind 10 and Pf apPOL block 1.
Clc1nc(Nc2ccccc2)nc(Nc2ccccc2)n1 was read as mHTT CaM bind 2 and Pf apPOL block -9.
Screening CCCNC(=O)C1CN(C(=O)NCC)CC1c1cccc(F)c1 (stereo not given) returned mHTT CaM bind 3 and Pf apPOL block 4.
Cc1onc(-c2ccccc2)c1C(=O)N1CCN(C2c3ccccc3-c3ccccc32)CC1 was read as Pf apPOL block 5&-9.
C/C(=N\NC(=O)c1cnccn1)c1ccco1 was read as mHTT CaM bind inactive.
Screening N#CC1Cn2c(nc3c(c2=O)C2(CCCC2)Cc2ccccc2-3)S1 (stereo not given) returned mHTT CaM bind 6 and Pf apPOL block 4.
For COc1ccc([C@H]2C[C@@H](O)[C@H](n3cc(COC(=O)c4ccccc4)nn3)CN2Cc2cccs2)cc1 the results were mHTT CaM bind -1 and Pf apPOL block 9.
Screening O=C(c1c(F)cccc1F)N1CCC2(CC1)NC(=O)N(Cc1ccc(Cl)cc1)C2=O returned mHTT CaM bind 21 and Pf apPOL block -1.
For O=C(CSCc1nc2ccccc2c(=O)n1-c1cccc(C(F)(F)F)c1)Nc1ccccc1 the results were mHTT CaM bind 5 and Pf apPOL block -3.
Screening CCOC(=O)CNC(=O)CSc1nnc(NC(=O)c2ccco2)s1 returned mHTT CaM bind -12 and Pf apPOL block -5.
Cc1ccc(-c2c([C@H]3[C@@H]4C=CCC[C@@]4(C)C(=O)N3Cc3ccccc3)ccc3ccccc23)cc1 was read as mHTT CaM bind 34 and Pf apPOL block 0.
For CCc1cc2c(=O)c(-c3ccc4c(c3)OCCO4)coc2cc1OC(=O)c1ccco1 the results were mHTT CaM bind -4 and Pf apPOL block 4.
Screening O=C(NCc1ccccc1)c1ccc(OC2CSC2)cc1 returned mHTT CaM bind -5 and Pf apPOL block -6.
`Cc1ccc(CN2C(=O)CCC2(C)C(=O)NCc2ccccc2)o1` (stereo not given) gave mHTT CaM bind -5 and Pf apPOL block 1.
`COc1ccc(C2C(C(=O)Nc3ccc(C)c(F)c3)c3cc(OC)c(OC)cc3C(=O)N2C)cc1` (stereo not given) gave mHTT CaM bind -1 and Pf apPOL block -6.
Screening CCc1cc(C2CCCN2C(=O)Nc2ccc(C)c(Cl)c2)on1 (stereo not given) returned mHTT CaM bind -11 and Pf apPOL block -3.
Screening COc1ccccc1CNC(=O)C1(C)Cc2ccccc2C(=O)N1Cc1ccccc1 (stereo not given) returned mHTT CaM bind -10 and Pf apPOL block 8.
For Cc1ccccc1NC(=O)C1(C)CC(c2ccccc2)=NO1 (stereo not given) the results were mHTT CaM bind -9 and Pf apPOL block -1.
Screening Cn1c(-c2cccs2)nn(CCNC(=O)Nc2ccc3c(c2)OCO3)c1=O returned mHTT CaM bind -9 and Pf apPOL block -8.
`CCSc1nnc2c(n1)OC(c1ccc3c(c1)OCO3)N(C(C)=O)c1ccccc1-2` (stereo not given) gave mHTT CaM bind -2 and Pf apPOL block -5.
`CNC(=O)c1cc(OC)ccc1Br` gave Pf apPOL block -4.
Screening CC(C)c1ccccc1NC(=O)CCOc1ccccc1 returned mHTT CaM bind -10 and Pf apPOL block -20.
For CCN(Cc1cc(-c2ccc(C)cc2C)on1)C(=O)c1ccc(C)cc1 the results were mHTT CaM bind -22 and Pf apPOL block 1.
Screening COc1ccc(OC)c(NC(=O)C2CC(=O)N(c3ccc4oc(C)nc4c3)C2)c1 (stereo not given) returned mHTT CaM bind 6 and Pf apPOL block -3.
For C=CCOc1ccc(C(=O)CC)cc1OC the results were mHTT CaM bind -10 and Pf apPOL block -6.
Cc1cc(NC(=O)CCS(=O)(=O)c2cccc3nsnc23)ccc1Br was read as mHTT CaM bind 4 and Pf apPOL block 0.
Screening Cc1cccc2nc(CSc3n[nH]c(N)n3)cc(=O)n12 returned mHTT CaM bind 2 and Pf apPOL block 52*.
`CCCCOc1ccc(C(=O)NCC2CCN(C(=O)NC(C)(C)C)CC2)cc1` gave mHTT CaM bind -6 and Pf apPOL block -16.
For Cc1cc(C)n(Cc2ccc(F)c(F)c2)c1C(=O)NCc1cccnc1 the results were mHTT CaM bind 10 and Pf apPOL block -2.
Screening Cn1c(C(c2ccccc2)c2ccccc2)n[nH]c1=S returned mHTT CaM bind -5.
O=C(NCc1ccccn1)c1c[nH]c2ncccc12 was read as mHTT CaM bind 12 and Pf apPOL block 6.
For O=C(O)c1cccc(N=Cc2nc(-c3ccc(Cl)cc3)oc2O)c1 the results were mHTT CaM bind 3 and Pf apPOL block -4.
Screening Cc1ccc(NC(=O)c2ccc3nc4ccccc4nc3c2)cc1 returned mHTT CaM bind 15 and Pf apPOL block -8.
Screening CCCOc1cccc(C(=O)Nc2ccc([N+](=O)[O-])cc2OC)c1 returned mHTT CaM bind 0 and Pf apPOL block -9.
For COc1ccccc1CNC(=O)CN(c1ccc(C(C)C)cc1)S(C)(=O)=O the results were mHTT CaM bind 7 and Pf apPOL block -16.
For CCOc1ccccc1C(=O)NC1CCN(C(=O)c2cn(-c3ccc(C)c(C)c3)nn2)CC1 the results were mHTT CaM bind 2 and Pf apPOL block -2.
CC(C)n1c(CN2CCOCC2)nc2ccccc21 was read as mHTT CaM bind -12 and Pf apPOL block -10.
COc1ccc(C2C(C#N)=C(N)Oc3nc[nH]c(=O)c32)cc1 (stereo not given) was read as mHTT CaM bind 5&3 and Pf apPOL block 0&-4.
Cc1cccc(C(=O)Nc2ccccc2C(=O)NCCCCO)c1 was read as mHTT CaM bind -4 and Pf apPOL block -2.
`O=C(Nc1ccc2c(c1)Cc1ccccc1-2)c1ccc2ccccc2n1` gave mHTT CaM bind -14 and Pf apPOL block 1.
`COc1ccc2cc3cc(C(=O)NCCCN4CCN(Cc5ccccc5)CC4)oc3nc2c1` gave mHTT CaM bind 16 and Pf apPOL block 0.
For Cc1ccccc1-c1nnn(CC(=O)Nc2nn(-c3ccccc3)nc2C(N)=O)n1 the results were mHTT CaM bind 8 and Pf apPOL block -4.
`Cc1cc(C)cc(C(=O)N2CCc3c(c(-c4nc(-c5ccccc5)no4)nn3C)C2)c1` gave mHTT CaM bind 29 and Pf apPOL block -4.
Cc1[nH]c2ccccc2c1CCNC(=O)C1CCCCC1 was read as mHTT CaM bind 2 and Pf apPOL block 4.
For Cc1oc(C2CCN(C(=O)Nc3ccc4c(c3)CCC4)CC2)nc1C(=O)N1CCOCC1 the results were mHTT CaM bind 3 and Pf apPOL block 2.
Screening O=C(NCCOc1ccc(-c2ccccn2)nn1)c1cc(Cl)ccc1Cl returned mHTT CaM bind 100* and Pf apPOL block 3.
`CCN1c2cc(F)ccc2C(=O)NC12CCN(C(=O)c1ccccc1F)CC2` gave mHTT CaM bind 2 and Pf apPOL block -3.
For COc1ccc(C2SCC(=O)N2c2ccccc2)cc1 (stereo not given) the results were mHTT CaM bind -4 and Pf apPOL block -2.
Screening COc1ccc(-c2nc(SCc3ccccc3F)c3c(=O)n(C)c(=O)n(C)c3n2)cc1 returned mHTT CaM bind -6 and Pf apPOL block -1.
For CCc1nc(SCc2ccc(OC)c([N+](=O)[O-])c2)n[nH]1 the results were mHTT CaM bind -1 and Pf apPOL block 1.
Screening Cc1cc(OCC(=O)Nc2ccc(C(C)C)cc2)nc(N2CCCCC2)n1 returned mHTT CaM bind -8 and Pf apPOL block 0.
Screening COC(=O)c1cc2ccccc2cn1 returned Pf apPOL block -12.
Screening COc1cccc(CNC(=O)c2c[nH]n3c(=O)c(Cc4ccccc4F)c(C)nc23)c1 returned mHTT CaM bind 72* and Pf apPOL block -15.

Already shown: entries from further up.
Screening O=C(COc1cc(Cl)c(Cl)cc1Cl)NC1=NCCS1 returned mHTT CaM bind 3 and Pf apPOL block 2.
For CCCc1noc(-c2cccnc2N2CCCN(C(=O)Nc3cc(C)ccc3C)CC2)n1 the results were mHTT CaM bind -1 and Pf apPOL block -4.
For COC(=O)c1ccc(NC(=O)N2CCCC2c2ccccc2C)cc1 (stereo not given) the results were mHTT CaM bind -5 and Pf apPOL block -7.
Screening CCOc1ccccc1/C=C1\C(=O)Nc2ccc(F)cc21 returned mHTT CaM bind 96* and Pf apPOL block -7.
`CCCCNC(=O)CSC1=Nc2ccccc2C2=NC(Cc3ccccc3)C(=O)N12` (stereo not given) gave mHTT CaM bind 10 and Pf apPOL block -4.
For Cc1noc(C2(NC(=O)Cc3ccsc3)CCCCC2)n1 the results were mHTT CaM bind -6 and Pf apPOL block -1.
`COc1ccc(S(=O)(=O)N2CCc3nc(NC(=O)c4ccncc4)sc3C2)cc1` gave mHTT CaM bind 16 and Pf apPOL block 0.
Cc1ccc(C)c(N2CCN(C(=O)c3ccc(-c4nccnc4N(C)C)cc3)CC2)c1 was read as mHTT CaM bind 94* and Pf apPOL block -4.
Screening C=CCn1c(SCC(=O)Nc2ccc(C)c(F)c2)nnc1-c1ccco1 returned mHTT CaM bind 11 and Pf apPOL block -9.
`Cc1nn(-c2ccccc2)c(C)c1C(=O)Nc1ccc2c(c1)OCO2` gave Pf apPOL block 3.
For COc1cccc(NC(=O)N2CCc3c(nc4cc(-c5ccccc5Cl)[nH]n4c3=O)C2)c1 the results were mHTT CaM bind 51* and Pf apPOL block 0.
`COc1ccc(Oc2nc3c(c(=O)n(C)c(=O)n3C)n2Cc2ccc(Br)cc2)cc1` gave mHTT CaM bind -6 and Pf apPOL block 2.
COc1ccccc1C1CC(c2cccnc2)Nc2nnnn21 (stereo not given) was read as mHTT CaM bind -3 and Pf apPOL block -2.

Continued.
O=C(NCc1cccc(Br)c1)C1c2ccccc2CCN1C(=O)C1CC1 (stereo not given) was read as mHTT CaM bind 1 and Pf apPOL block 0.
Screening COc1ccc(C(=O)N2CCC(c3nc(C(=O)N4CCCC4)c(C)o3)CC2)cc1F returned mHTT CaM bind 19 and Pf apPOL block -6.
Screening CSc1nc(N)cc(N)n1 returned Pf apPOL block -11.
`CC1CCN(CCCNS(=O)(=O)c2cc(Br)c(Br)s2)CC1` gave mHTT CaM bind -6 and Pf apPOL block 1.
`CCOc1ccc(C(=O)C[n+]2ccc(C(=O)NCCO)cc2)cc1` gave mHTT CaM bind 1 and Pf apPOL block 31.
Screening O=C(NCc1ccccc1)c1ccc(NC(=O)C2CCC2)cc1 returned mHTT CaM bind -8 and Pf apPOL block -2.
For Cc1[nH]nc(-c2cccs2)c1C(=O)NN=Cc1ccc([N+](=O)[O-])s1 the results were Pf apPOL block 1.
For CC(=O)Nc1ccccc1NC(=O)c1ccc(C)c([N+](=O)[O-])c1 the results were mHTT CaM bind -2 and Pf apPOL block 1.
NC(=O)CSc1nc2c(c(=O)n1Cc1ccccc1)C1(CCCCC1)Cc1ccccc1-2 was read as mHTT CaM bind -3 and Pf apPOL block 16.
Screening O=c1oc2cc3occ(-c4ccccc4)c3cc2c2ccccc12 returned mHTT CaM bind 7 and Pf apPOL block 6.
For CN(C)S(=O)(=O)c1ccc2c(c1)C(=NO)c1cc(S(=O)(=O)N(C)C)ccc1-2 the results were mHTT CaM bind -1 and Pf apPOL block 0.
Screening CC(=O)Nc1cccc(NC(=O)c2cc(Cl)ccc2Cl)c1 returned mHTT CaM bind -8 and Pf apPOL block 2.
`Cc1cc(NC=C(C#N)C(=O)C2CC2)no1` gave Pf apPOL block -14.
For CCCSc1oc(-c2ccccc2)nc1S(=O)(=O)c1ccccc1 the results were mHTT CaM bind -8 and Pf apPOL block 0.
Screening O=C(c1ccc(Br)cc1)N1CCC(Cc2ccccc2)CC1 returned mHTT CaM bind -16 and Pf apPOL block -7.
`COc1cc(-c2nc3n(n2)C(c2ccccc2)C2=C(CCCC2=O)N3)cc(OC)c1OC` (stereo not given) gave mHTT CaM bind 52* and Pf apPOL block -3.
Cc1[nH]c(C(=O)N2CCC(CC(=O)NC3CCCCCC3)CC2)c(C)c1C was read as mHTT CaM bind 9 and Pf apPOL block -3.
